aGlu spleen mod: lysosomal alpha-glucosidase (human) modulation; P10253; human spleen homogenate, 4-MU-alpha-glucoside fluorescence; Potency, µM (highest dose often 79.9 µM), for the others: at the top dose activity change, negative = inhibition, usual class: inhibitors; actives 0.006% (n = 240,000); AID 2112;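 further: 0% = enzyme with vehicle and -100% = no enzyme basal signal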
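Enzyme source: human spleen homogenate, 1 ug/well. Buffer 50 mM citric acid/K phosphate pH 5.0, 0.01% Tween-20. 4-MU-alpha-glucoside 1 mM; 37 C x 40 min; NaOH/glycine stop; fluorescence.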
aGal spleen mod: inhibits or activates alpha-galactosidase in human spleen homogenate; P06280; human spleen homogenate, 4MU-alpha-Gal fluorescence, 40 min; AID 2107; Potency, µM (highest dose often 80 µM), for inactives: at the highest dose activity change, negative = inhibition, actives largely listed as inhibitors; actives 0.008% (n = 240,000);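 further: 0% = enzyme with vehicle and -100% = no enzyme basal signal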
Target sequence (P06280 32-429 limits assumed): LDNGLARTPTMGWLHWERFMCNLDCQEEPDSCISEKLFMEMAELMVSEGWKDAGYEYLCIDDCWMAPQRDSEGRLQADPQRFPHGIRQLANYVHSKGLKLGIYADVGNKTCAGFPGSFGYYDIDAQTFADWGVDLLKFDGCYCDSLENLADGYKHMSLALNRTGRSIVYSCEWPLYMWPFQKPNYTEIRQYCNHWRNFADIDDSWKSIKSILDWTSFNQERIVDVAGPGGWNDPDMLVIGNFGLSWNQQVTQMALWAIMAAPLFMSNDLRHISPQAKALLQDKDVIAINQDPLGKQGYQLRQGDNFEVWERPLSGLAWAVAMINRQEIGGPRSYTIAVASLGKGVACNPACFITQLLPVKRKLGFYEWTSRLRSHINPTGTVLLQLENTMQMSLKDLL
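Fluorogenic readout (Ex 365/Em 440 nm) of 4-methylumbelliferone released from 1 mM 4-MU-alpha-galactoside by spleen homogenate, 40 min at 37C, pH 5.0. Data normalized to no-enzyme and enzyme controls; Hill-equation AC50 from compound titrations.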
HTT ATP protect: Huntington cell model cytoprotection by ATP luminescence | PC12 HTT-Q103 induced, cytoprotection, ATP luminescence, 40 h | Potency, µM (doses to about 56.4 µM), for inactives: cytoprotection (ATP increase), actives largely listed as activators | actives 0.14% (n = 230,000);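 further: % of control where 0% means no effect; nearly all actives have a fitted effect of over 45% in size; toxic huntingtin expression switched on by the ecdysone agonist tebufenozide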
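Stable PC12 Q103-GFP cells in serum-supplemented, phenol red-free DMEM; induction by tebufenozide at 100 nM final; compound dose series; cell viability quantified luminescently from ATP.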
Starred values were filed as active, the others as inactive; ? = inconclusive; [ ] = remark or other dose. The call rests on the fitted dose curve; in most records, active means well fitted curve in the direction sought with a large enough effect; inconclusive means small, poorly fitted or top-dose-only effect, or another doubt; inactive means no such curve, though single readings can be large; an effect the other way counts as inactive or inconclusive. Potency means the concentration at half of the fitted maximal effect. A portion of the library; rates above refer to the full screens.

Each structure is followed by: aGlu spleen mod	aGal spleen mod	HTT ATP protect
1: Cn1cccc1C(=O)N1CCC2(CCN(Cc3ccncc3)CC2)CC1
    -3%	8%	5%
2: CC(C)NC(=O)N1CCC2(CC1)CCN(C(=O)c1ccncc1)CC2
    -5%	2%	-29%
3: COCCNc1ncnc2ccc(-c3ccccc3C)cc12
    3%	-1%	-69%[inhibitor]
4: COc1ccc(-c2nc3cnc(OC)nc3n(Cc3cccs3)c2=O)cc1
    2%	18%	20%
5: CC[C@@H]1OC(=O)[C@H](C)[C@H](O[C@@H]2C[C@](C)(OC)[C@H](O)[C@H](C)O2)[C@H](C)[C@H](O[C@@H]2O[C@@H](C)C[C@@H](N(C)C)[C@@H]2O)[C@](C)(O)C[C@H](C)[C@@H]2N[C@H](COCCOC)O[C@H]([C@@H]2C)[C@]1(C)O
    -4%[29.1 µM]	-2%[29.1 µM]	-1%[40.3 µM]
6: COCCn1c(=O)cnc2cnc(N3CCNCC3)nc21
    7%	7%	4%
7: N#Cc1cccc(-c2cc(NCc3ccccc3)ncn2)c1
    11%	-10%	-21%
8: COc1ccccc1CN1CC[C@@]2(CCCN(C(=O)c3c(C)noc3C)C2)C1
    -11%	-4%	6%
9: CC(C)(C)OCC1CO1 (stereo not drawn)
    -16%	-4%	-2%
10: CCN(CC)CCOC(=O)[C@@H](c1ccccc1)C1CCCCC1
    6%[29.1 µM]	7%[29.1 µM]	21%[40.3 µM]
11: N#Cc1ccc(CN2CC3(CCN(C(=O)c4ccco4)CC3)C2)cc1
    2%	-5%	-24%
12: C[C@@H]1CC2(OC(O)[C@]3(C)O[C@H]23)O[C@H]2C[C@@]3(C)[C@@H]4CC[C@H]5C(C)(C)C(O[C@@H]6OC[C@@H](O)[C@H](O)[C@H]6O)CC[C@@]56C[C@@]46CC[C@]3(C)[C@@H]12 (stereo partly drawn)
    1%	-17%	-78%[inhibitor]
13: N#CCCn1c(=O)c(CCc2ccccc2)nc2cnc(Oc3ccccc3)nc21
    3%	-1%	1%
14: O=C(Nc1ccccc1)N1CCC2(CC1)CCN(C(=O)c1cccc(F)c1)CC2
    -7%	9%	-9%
15: COc1cccc(-c2cncnc2Nc2ccccc2)c1
    7%	2%	-34%[inhibitor]
16: COCCn1c(=O)c(C)nc2cnc(Nc3cccc(OC)c3)nc21
    -8%	-4%	-1%
17: CC(C)OCC1CO1 (stereo not drawn)
    -10%	-8%	-8%
18: COCCNc1ncnc2ccc(-c3ccoc3)cc12
    6%	3%	4%
19: O=C(/C=C\c1ccc(O)c(O)c1)O[C@@H]1C[C@](O)(C(=O)O)C[C@@H](O)[C@@H]1O
    2%[29.1 µM]	14%[29.1 µM]	0%[40.3 µM]
20: Cc1cnc(CNc2ncnc3ccc(-c4ccccc4C)cc23)cn1
    1%	1%	-19%
21: COc1cccc(-c2cncnc2NCc2ccccc2OC)c1
    10%	7%	-42%[inhibitor]
22: Cc1ccco1
    2%	-1%	-16%
23: CCOC(=O)[C@H](CCc1ccccc1)N[C@@H](C)C(=O)N1[C@H](C(=O)O)C[C@H]2CCC[C@@H]21
    -18%[29.1 µM]	2%[29.1 µM]	3.2µM*
24: CCCC(=O)OC(=O)CCC
    6%	6%	16%
25: O=C(Nc1cccc(F)c1)N1CCC2(CC1)CCN(C(=O)c1cc(C(F)(F)F)cc(C(F)(F)F)c1)CC2
    -17%	-12%	-9%
26: COC(=O)N1CCC[C@@]2(CCN(Cc3nccs3)C2)C1
    -3%	5%	-3%
27: Cn1c(=O)c(-c2ccc(F)cc2)nc2cnc(Oc3ccccc3)nc21
    5%	8%	-61%[inhibitor]
28: CS(=O)(=O)N1CCC2(CCCN(C(=O)Nc3ccccc3)C2)CC1
    -7%	1%	-60%[inhibitor]
29: C=CC(=O)NC(C)C
    3%	6%	-11%
30: O=Cc1cccc(Br)c1
    -3%	1%	-3%
31: O=c1c(CCc2ccccc2)nc2cnc(N3CCOCC3)nc2n1Cc1cccs1
    -4%	7%	3%
32: O=C(c1cnccn1)N1CCC2(CC1)CN(Cc1nccs1)C2
    6%	-5%	-5%
33: CS(=O)(=O)N1CCC[C@@]2(CCN(C(=O)Nc3cccc(F)c3)C2)C1
    13%	-6%	-7%
34: COCCn1c(=O)c(-c2ccc(F)cc2)nc2cnc(Oc3ccccc3)nc21
    -10%	2%	-23%
35: O=C(O)CNC(=O)[C@@H](CS)Cc1ccccc1
    -5%[29.1 µM]	0%[29.1 µM]	2%[40.3 µM]
36: Cc1ccccc1-c1ccc2ncnc(NC3CC3)c2c1
    -2%	-8%	-76%[inhibitor]
37: COc1ccc(CNc2cc(-c3ccccc3C)ncn2)c(OC)c1
    7%	-5%	-35%[inhibitor]
38: COc1cccc(Cn2c(=O)c(C)nc3cnc(Nc4cccc(OC)c4)nc32)c1
    -4%	6%	-69%[inhibitor]
39: O=c1c(-c2cc(F)cc(F)c2)nc2cncnc2n1C1CC1
    -11%	-2%	12%
40: O=c1c(CCc2ccccc2)nc2cnc(Oc3ccccc3)nc2n1C1CC1
    -2%	2%	-99%[inhibitor]
41: CC1CCC(O)C/C1=C\C=C1/CCCC2(C)C1CCC2C(C)/C=C/C(C)C(C)C (stereo not drawn)
    1%	-9%	-13%
42: O=c1cnc2cnc(Nc3ccccc3)nc2n1C1CC1
    3%	4%	20µM*
43: O=C(O)c1ccccc1C(=O)O
    5%	8%	2%
44: Cc1cccc(C(=O)O)c1
    -1%	4%	-12%
45: COCCn1c(=O)c(-c2ccc(Cl)cc2)nc2cnc(Oc3ccccc3)nc21
    -8%	-11%	-58%[inhibitor]
46: CCN(C(=O)N(CC)c1ccccc1)c1ccccc1
    -15%	?	-1%
47: CCCCCCC[N+](CC)(CC)CCCCc1ccc(Cl)cc1
    -6%[29.1 µM]	-5%[29.1 µM]	-107%[inhibitor][17.1 µM]
48: O=C1OC(=O)c2ccccc21
    -4%	-11%	3%
49: CN(C)C(=O)c1ccc(-c2ccc3ncnc(NC4CC4)c3c2)cc1
    7%	9%	-14%
50: O=C(c1ccncc1)N1CCC2(CCCN(c3ccccc3)C2)CC1
    3%	0%	6%

Next results.
Each structure is followed by: aGlu spleen mod	aGal spleen mod	HTT ATP protect
51: COc1cccc(Nc2ncc3ncc(=O)n(CCC#N)c3n2)c1
    -3%	4%	19%
52: COCC(=O)N1CCC2(CCCN(C(=O)Nc3cccc(F)c3)C2)CC1
    -1%	5%	-37%[inhibitor]
53: CNc1ncnc2ccc(-c3ccccc3C)cc12
    0%	-3%	-35%[inhibitor]
54: COc1ccccc1CNc1nc(-c2cccc(C#N)c2)nc2ccccc12
    4%	2%	-146%[inhibitor]
55: C=CCc1ccccc1OC[C@H](O)CNC(C)C
    1%[29.1 µM]	-5%[29.1 µM]	1%[40.3 µM]
56: CN(C)c1ncc2nc(CCc3ccccc3)c(=O)n(CCC#N)c2n1
    10%	?	-20%
57: COc1ccc(C(=O)Nc2ccccc2)cc1[N+](=O)[O-]
    3%	2%	-1%
58: O=c1c(CCc2ccccc2)nc2cnc(N3CCOCC3)nc2n1CCc1ccccc1
    0%	10%	-10%
59: COC(=O)N1CCC2(CCCN(Cc3ccccc3)C2)CC1
    -15%	-10%	14%
60: CC(C)CN1CCCC2(CCN(C(=O)c3cc(C(F)(F)F)cc(C(F)(F)F)c3)CC2)C1
    -17%	-2%	17%
61: CC(=O)SC[C@@H](Cc1ccccc1)C(=O)NCC(=O)OCc1ccccc1
    -2%[29.1 µM]	-3%[29.1 µM]	1%[40.3 µM]
62: COc1cccc(Nc2ncc3nc(-c4ccccc4)c(=O)n(Cc4cccs4)c3n2)c1
    -3%	15%	-60%[inhibitor]
63: CN1CCC2(CC1)CCN(C(=O)c1ccncc1)CC2
    3%	12%	?
64: COCCNc1nc(-c2c(C)noc2C)nc2ccccc12
    4%	0%	-35%[inhibitor]
65: O=C(c1ccncc1)N1CCC2(CCCN(c3ccc(-c4ccccc4)cc3)C2)CC1
    -2%	8%	16%
66: COc1ccc(-n2c(=O)c(C)nc3cncnc32)cc1
    10%	-7%	-30%[inhibitor]
67: CN(C)c1ncc2nc(-c3ccc(F)cc3)c(=O)n(CCc3ccccc3)c2n1
    9%	?	1%
68: CN(Cc1ccco1)c1ncncc1-c1ccccc1Cl
    18%	6%	-25%
69: Nc1cc(S(=O)(=O)O)ccc1O
    -9%	-17%	-5%
70: Cc1cnc(CNc2cc(-c3ccc(N(C)C)cc3)ncn2)cn1
    -4%	5%	-59%[inhibitor]
71: Cc1cccc(CNc2ccnc(-c3cccc(C#N)c3)n2)c1
    3%	14%	-288%[inhibitor]
72: CN(C)C(=O)c1ccc(-c2cncnc2N(C)Cc2ccco2)cc1
    5%	-13%	-14%
73: COc1ccc(-n2c(=O)c(-c3cc(F)cc(F)c3)nc3cnc(N4CCNCC4)nc32)cc1
    9%	18%	-96%[inhibitor]
74: CC=C(Cl)Cl
    -1%	1%	-54%[inhibitor]
75: CC(=O)CC(=O)[C@@]1(O)CC[C@@H]2[C@@H]3C=C(C)C4=CC(=O)CC[C@@H]4[C@H]3CC[C@]21C
    8%[29.1 µM]	1%[29.1 µM]	5%[40.3 µM]
76: O=c1cnc2cnc(Oc3ccccc3)nc2n1C[C@H]1CCCO1
    -6%	-1%	11%

Some of the entries so far, in markdown:
| No. | Compound | aGlu spleen mod | aGal spleen mod | HTT ATP protect |
| --- | --- | --- | --- | --- |
| 49 | CN(C)C(=O)c1ccc(-c2ccc3ncnc(NC4CC4)c3c2)cc1 | 7% | 9% | -14% |
| 50 | O=C(c1ccncc1)N1CCC2(CCCN(c3ccccc3)C2)CC1 | 3% | 0% | 6% |
| 51 | COc1cccc(Nc2ncc3ncc(=O)n(CCC#N)c3n2)c1 | -3% | 4% | 19% |
| 52 | COCC(=O)N1CCC2(CCCN(C(=O)Nc3cccc(F)c3)C2)CC1 | -1% | 5% | -37%[inhibitor] |
| 53 | CNc1ncnc2ccc(-c3ccccc3C)cc12 | 0% | -3% | -35%[inhibitor] |
| 54 | COc1ccccc1CNc1nc(-c2cccc(C#N)c2)nc2ccccc12 | 4% | 2% | -146%[inhibitor] |
| 55 | C=CCc1ccccc1OC[C@H](O)CNC(C)C | 1%[29.1 µM] | -5%[29.1 µM] | 1%[40.3 µM] |
| 56 | CN(C)c1ncc2nc(CCc3ccccc3)c(=O)n(CCC#N)c2n1 | 10% | ? | -20% |
| 57 | COc1ccc(C(=O)Nc2ccccc2)cc1[N+](=O)[O-] | 3% | 2% | -1% |
| 58 | O=c1c(CCc2ccccc2)nc2cnc(N3CCOCC3)nc2n1CCc1ccccc1 | 0% | 10% | -10% |
| 59 | COC(=O)N1CCC2(CCCN(Cc3ccccc3)C2)CC1 | -15% | -10% | 14% |
| 60 | CC(C)CN1CCCC2(CCN(C(=O)c3cc(C(F)(F)F)cc(C(F)(F)F)c3)CC2)C1 | -17% | -2% | 17% |
| 61 | CC(=O)SC[C@@H](Cc1ccccc1)C(=O)NCC(=O)OCc1ccccc1 | -2%[29.1 µM] | -3%[29.1 µM] | 1%[40.3 µM] |
| 62 | COc1cccc(Nc2ncc3nc(-c4ccccc4)c(=O)n(Cc4cccs4)c3n2)c1 | -3% | 15% | -60%[inhibitor] |
| 63 | CN1CCC2(CC1)CCN(C(=O)c1ccncc1)CC2 | 3% | 12% | ? |
| 64 | COCCNc1nc(-c2c(C)noc2C)nc2ccccc12 | 4% | 0% | -35%[inhibitor] |
| 65 | O=C(c1ccncc1)N1CCC2(CCCN(c3ccc(-c4ccccc4)cc3)C2)CC1 | -2% | 8% | 16% |
| 66 | COc1ccc(-n2c(=O)c(C)nc3cncnc32)cc1 | 10% | -7% | -30%[inhibitor] |
| 67 | CN(C)c1ncc2nc(-c3ccc(F)cc3)c(=O)n(CCc3ccccc3)c2n1 | 9% | ? | 1% |
| 68 | CN(Cc1ccco1)c1ncncc1-c1ccccc1Cl | 18% | 6% | -25% |
| 69 | Nc1cc(S(=O)(=O)O)ccc1O | -9% | -17% | -5% |
| 70 | Cc1cnc(CNc2cc(-c3ccc(N(C)C)cc3)ncn2)cn1 | -4% | 5% | -59%[inhibitor] |
| 71 | Cc1cccc(CNc2ccnc(-c3cccc(C#N)c3)n2)c1 | 3% | 14% | -288%[inhibitor] |
| 72 | CN(C)C(=O)c1ccc(-c2cncnc2N(C)Cc2ccco2)cc1 | 5% | -13% | -14% |
| 73 | COc1ccc(-n2c(=O)c(-c3cc(F)cc(F)c3)nc3cnc(N4CCNCC4)nc32)cc1 | 9% | 18% | -96%[inhibitor] |

Screening results (PubChem)
